From PubChem BioAssay
Nrf2 block – blocks Nrf2 signaling; A549 ARE-Fluc reporter, luciferase luminescence, 18-24 h; Potency, µM (series often up to 46 µM), for inactives: at the highest dose activity change, negative = inhibition, actives largely listed as inhibitors; hit rate 2.1% among 360,000; also: potency is read from the fitted curve at half-maximal effect; % is scaled to controls: 0 for no effect and ±100 for the full control effect; nearly all actives have a fitted effect of over 60% in size
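Nrf2 activity is the BugLite luminescence, read 15 min after reagent at room temperature, following CellTiter-Fluor cytotoxicity readout (30 min, 37C). Compound titrations were applied for 18-24 h to 5000 A549 ARE_Fluc cells/well in 5% FBS OPTI-MEM.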
S2 tox – cell viability loss in ATXN counter-screen; hit rate 0.49% among 400,000; AID 651635; Potency, µM (highest dose often 56.7 µM), usual class: cytotoxic; S2 cells (HEK-293 line with an ATXN2-luciferase reporter) viability, CellTiter-Fluor protease fluorescence, 24 h; also: potency is read from the fitted curve at half-maximal effect; nearly all actives have a fitted effect of over 40% in size
HepG2 viability – HepG2 cytotoxicity, counter-screen for TGF-b inhibitors | hit rate 0.76% among 410,000 | Potency, µM (titrated, usually from 46.1 µM), for inactives: at the highest dose activity change, negative = cytotoxicity, most hits filed as cytotoxic | HepG2 CAGA-GFP viability, ATP luminescence, 18 h; also: potency is read from the fitted curve at half-maximal effect; some results filed as inactive show a strong effect at the top dose
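CellTiter-Glo luminescence gave cytotoxicity after 18 hours at 37 degrees C. The cells were HepG2 CAGA-GFP in 1% FBS DMEM, stimulated with 500 pg/mL TGF-beta after compound addition. %Activity was normalised to no-cell wells (complete cell-killing) and DMSO (no toxicity), and curves were fitted and classified.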
TGFb inhibitor – blocks TGF-b signaling; HepG2 CAGA-GFP TGF-b/SMAD3 reporter, GFP fluorescence, 18 h; TGF-beta stimulated, 500 pg/mL final; Potency, µM (titrated, usually from 46.1 µM), for the others: at the top dose activity, negative = inhibition, hits mostly inhibitors; hit rate 1.2% among 410,000; AID 588855; also: potency is read from the fitted curve at half-maximal effect; % is scaled to controls: 0 for no effect and ±100 for the full control effect; nearly all actives have a fitted effect of over 65% in size
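HEPG2 CAGA-GFP reporter cells (1000/well, DMEM with 1% FBS) received compounds, then recombinant TGF-beta at 500 pg/mL final for 18 hours at 37 degrees C. Per-cell GFP summed per well was normalised to unstimulated and stimulated DMSO controls before curve fitting.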
Nrf2 activator – activates Nrf2 signaling; Potency, µM (doses to about 46.1 µM), for the others: at the highest dose activation, actives largely listed as activators; AID 624171; hit rate 0.31% among 410,000; AREc32 ARE-luciferase reporter (MCF7-derived line), luminescence, 24 h; also: potency is read from the fitted curve at half-maximal effect; % of control where 0% means no effect; nearly all actives have a fitted effect of over 65% in size
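For detection, Steady-Glo was added and plates sat 30 min at RT; before that, AREc32_Fluc cells grown overnight in OPTI-MEM/5% FBS had been treated with 23 nL compound for 24 hr at 37 deg C.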
IL2 activator – IL-2 activation | AID 652025 | hit rate 0.065% among 360,000 | IL-2 activation reporter assay, cell-based qHTS; stimulated with anti-CD3/CD4/CD28 beads; in transgenic mouse T cells | activation, % (series mostly up to about 46 µM); in the data active = activation above about 50%; inconclusive = mostly about 30% to 49%; also: 0% is about no effect
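Using fluorescent plate cytometry, EGFP and DsRed are detected in transgenic mouse T cells stimulated 18 h at 37 degrees C with antibody-coated beads after 60 min compound pretreatment.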
ATXN2 expr inh – inhibitors of ATXN2 expression; hit rate 0.72% among 360,000; Potency, µM (titrated, usually from 57 µM), for the others: at the highest dose activity change, negative = inhibition, usual class: inhibitors; HEK-293 ATXN2-luciferase reporter, luminescence, 24 h; also: potency is read from the fitted curve at half-maximal effect; % is scaled to controls: 0 for no effect and ±100 for the full control effect; nearly all actives have a fitted effect of over 55% in size
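qHTS (up to 57 uM final) was run with 24 h compound exposure of reporter cells at 37 °C. Each well was multiplexed: SteadyGlo luminescence measured ATXN2-luciferase expression after a fluorogenic Gly-Phe-AFC viability readout (25 uM final).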
A549 tox – A549 cytotoxicity, counter-screen for Nrf2 inhibitors; A549 ARE-Fluc cells, CellTiter-Fluor viability, 18-24 h; Potency, µM (titrated, usually from 46 µM), for inactives: top-dose activity change, negative = cytotoxicity, hits mostly inhibitors; hit rate 0.16% among 390,000; AID 504648; also: potency is read from the fitted curve at half-maximal effect; % is scaled to controls: 0 for no effect and ±100 for the full control effect
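Cytotoxicity counterscreen: CellTiter-Fluor fluorescence was measured in A549 ARE_Fluc cells after 18-24 h of compound exposure in a concentration series. The subsequent BugLite luminescent read reports ARE-luciferase activity.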
EPAC2 ag – agonists of human EPAC2 (RAPGEF4); hit rate 0.079% among 360,000; EPAC2 activation, biochemical qHTS; response scale: 100% = 6.5 mM cAMP response; Potency, µM (doses to about 154 µM), for the others: top-dose activation, hits mostly activators; also: potency is read from the fitted curve at half-maximal effect; nearly all actives have a fitted effect of over 50% in size
Target sequence (Q8WZA2 whole entry, looked up): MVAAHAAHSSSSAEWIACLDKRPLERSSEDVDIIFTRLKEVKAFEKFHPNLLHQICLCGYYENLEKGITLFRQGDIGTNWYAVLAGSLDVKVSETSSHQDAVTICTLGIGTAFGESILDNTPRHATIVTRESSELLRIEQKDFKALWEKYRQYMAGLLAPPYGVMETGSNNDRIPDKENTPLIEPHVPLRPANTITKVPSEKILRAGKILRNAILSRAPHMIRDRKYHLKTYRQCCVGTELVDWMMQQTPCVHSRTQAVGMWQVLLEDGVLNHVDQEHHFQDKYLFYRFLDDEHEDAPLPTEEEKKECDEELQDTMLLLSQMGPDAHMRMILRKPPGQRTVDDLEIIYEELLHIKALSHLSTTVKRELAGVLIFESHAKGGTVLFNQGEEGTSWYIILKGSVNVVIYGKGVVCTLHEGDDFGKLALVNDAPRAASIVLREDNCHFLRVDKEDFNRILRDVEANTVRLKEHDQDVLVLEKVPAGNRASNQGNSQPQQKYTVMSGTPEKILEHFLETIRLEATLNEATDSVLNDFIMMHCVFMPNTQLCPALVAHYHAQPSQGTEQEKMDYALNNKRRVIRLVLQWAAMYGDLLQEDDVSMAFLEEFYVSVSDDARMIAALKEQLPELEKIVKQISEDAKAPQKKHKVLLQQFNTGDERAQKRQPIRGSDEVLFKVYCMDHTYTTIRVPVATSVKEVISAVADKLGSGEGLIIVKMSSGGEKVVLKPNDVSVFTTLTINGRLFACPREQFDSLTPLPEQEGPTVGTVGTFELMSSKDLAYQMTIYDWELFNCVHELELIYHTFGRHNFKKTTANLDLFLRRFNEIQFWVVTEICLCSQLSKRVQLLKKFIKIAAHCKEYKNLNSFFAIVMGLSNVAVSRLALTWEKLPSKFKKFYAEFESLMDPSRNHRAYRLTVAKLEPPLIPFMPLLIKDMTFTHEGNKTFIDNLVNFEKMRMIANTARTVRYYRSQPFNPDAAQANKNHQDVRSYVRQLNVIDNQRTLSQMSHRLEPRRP
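qHTS, titration series. 100 nM EPAC2 / 250 nM Rap1B-BODIPY-GDP / 50 uM GDP; RT; ex 480/em 540 nm, 5-min reads to 30 min. Norm. to 6.5 mM cAMP = activation.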
Starred values were filed as active, the others as inactive; i = inactive; ? = inconclusive; . = no result given; & = joins results of further samples; [ ] = another dose, or the depositor's remark. Unless noted, calls follow the shape of the dose curve; as a rule, active = well fitted curve in the direction sought with a large enough effect; inconclusive = small, poorly fitted or top-dose-only effect, or another doubt; inactive = no such curve, though single readings can be large; an effect the other way counts as inactive or inconclusive. Random draw from the library. Share with any hit: about 4.3%.

SMILES	Nrf2 block	S2 tox	HepG2 viability	TGFb inhibitor	Nrf2 activator	IL2 activator	ATXN2 expr inh	A549 tox	EPAC2 ag
Cc1cc(C)cc(NC(=O)C(Cc2ccccc2)NS(=O)(=O)c2ccc3c(c2)CCC(=O)N3)c1 (stereo not given)	-12%	i	-26%	-14%	0.3%	.	-7%	-7%	.
CC(C)c1ccccc1-n1c(SCC(=O)c2ccc3c(c2)NC(=O)CO3)nc2ccccc2c1=O	2.9µM*	i	7%	-4%	-0.8%	-2.2	-35%	-19%	3%
Cc1cccc(CSC2=NCCN2C(=O)C2CC2)c1	-21%	?	7%	8%	0.0%	4.1	1%	-8%	-5%
CSc1nc(C)cc(SCCO)n1	-10%	i	9%	18%	0.1%	-0.9	11%	1%	11%
CCc1cccc(NS(=O)(=O)c2ccc3c(c2)NC(=O)CC(=O)N3)c1	-28%	i	2%	-7%	0.2%	0.4	.	-1%	1%
O=C(N=C1SC2CS(=O)(=O)CC2N1c1ccc(Cl)c(Cl)c1)C1CCCO1 (stereo not given)	17%	i	0%	13%	-0.4%	-1.2	11%	-2%	4%
Cc1ccc(-c2noc(-c3ccccc3F)n2)cc1	?	i	5%	-6%	?	3.4	76%[activator][11.3 µM]	1%	3%
O=C(NCCN1CCOCC1)C(Sc1ccccc1)c1ccccc1 (stereo not given)	4%	i	16%	-11%	-1.0%	-0.7	-6%	2%	8%
COCCCNC(=S)NNC(=O)c1csc(C)n1	-18%	?	6%	-2%	0.5%	0.9	.	0%	9%
N=C1C(c2nc3ccccc3[nH]2)=C(O)CN1c1ccc(F)cc1	9%	i	1%	-5%	5.2%	0.0	16%	-2%	8%
COC(=O)c1ccccc1NS(=O)(=O)c1cc2c(cc1C)N(C)CCO2	24%	.	5%	17%	0.3%	.	.	-3%	.
COC(=O)c1ccc(NS(=O)(=O)c2ccc3[nH]c(=O)oc3c2)cc1	-3%	i	-7%	5%	0.2%	-1.3	12%	2%	6%
COc1ccc(OC)c(CNC(=O)C2CCN(S(=O)(=O)N3CCCC3)CC2)c1	10%	i	-19%	?	-0.7%	-1.1	-12%	9%	-5%
COc1cc(C(=O)COC(=O)c2cccs2)cc(OC)c1OC	3%	i	6%	2%	3.1%	-1.0	-9%	0%	14%
COC(=O)c1cc(C(=O)OCC(=O)NC2CCCC2)cc([N+](=O)[O-])c1	3%	i	-11%	-1%	-0.1%	1.7	.	0%	0%
O=C(COc1ccc(Cl)cc1Cl)Nc1nnc(C2=COCCO2)o1	0%	i	-8%	8%	0.2%	-3.3	-17%[2.22 µM]	1%	5%
CCOC(=O)c1c(S(=O)(=O)NCC(=O)N(C)c2ccc(C)cc2)c(C)n(C)c1C	.	i	-5%	0%	-0.3%	.	0%	2%	.
O=C(O)CCNC(=O)c1ccccc1	1%	i	4%	-4%	0.5%	-0.2	-5%&11%	-9%	10%
COc1ccc(NC(=O)n2ncc3c(C)cccc32)cc1OC	14%	i	-32%	-2%	7.5%	0.4	.	0%	-6%
N/C(=N\OC(=O)c1cccc(F)c1)c1ccccn1	?	i	-44%	18%	7.0%	-0.2	.	-3%	4%
COc1ccccc1C(=O)NCCC(=O)N(C)Cc1ccc(C)o1	8%	i	10%	6%	-0.1%	0.3	0%	-2%	5%
CCOC(=O)c1cnc(NCc2ccc(Cl)cc2)c2ccccc12	.	.	-48%	?	-0.7%	.	.	-1%	.
Cc1ccccc1C(=O)OCc1cc(=O)n2nc(C3CCCCC3)sc2n1	?	i	3%	-9%	1.1%	.	4%	-1%	.
COc1ccc(OC)c(COC(=O)c2cc([N+](=O)[O-])ccc2N2CCOCC2)c1	-19%	i	5%	2%	0.4%	1.1	-31%	?	6%
O=c1cc(-c2ccc(O)cc2)oc2ccc3ccccc3c12	?	i	-59%	?	-2.2%	0.1	-85%	-23%	3%

Other entries:
SMILES	Nrf2 block	S2 tox	HepG2 viability	TGFb inhibitor	Nrf2 activator	IL2 activator	ATXN2 expr inh	A549 tox	EPAC2 ag
O=C(NCCc1nc2ccccc2n1Cc1ccc(Cl)cc1Cl)c1ccco1	1%	.	-15%	.	4.1%	.	.	-6%	.
COc1ccc(NC(=O)c2cc(S(=O)(=O)N3CCCCC3)c[nH]2)c(OC)c1	-18%	i	-6%	-20%	-0.9%	0.1	-18%	-3%	21%
COc1ccc(NC(=O)CN(C)CC(=O)NCc2ccc(C)cc2)cc1	.	i	4%	5%	0.3%	-0.4	.	6%	9%
CC(=O)Nc1ccc(NC(=O)CSC2=NS(=O)(=O)c3ccccc3N2)cc1	?	i	2%	1%	0.3%	-2.9	10%	0%	5%
COc1cc(OC)cc(C(=O)NCC(=O)OC2CCCCC2=O)c1 (stereo not given)	5%	i	1%	2%	-2.1%	0.0	4%	2%	5%
O=C(Nc1ccc2c(c1)OCCO2)c1c[nH]c(=O)n(-c2ccc(F)c(Cl)c2)c1=O	21%	i	10%	5%	0.4%	-0.7	7%	2%	-10%
CC1CCC(NC(=O)CN2CCCN(Cc3ccc(F)cc3Cl)C2=O)CC1 (stereo not given)	?	i	1%	-18%	0.7%	0.6	-16%	-11%	9%
CCCCNc1ccccc1C(=O)OCC(=O)Nc1ccc(S(N)(=O)=O)cc1	?	i	-50%	0%	-0.9%	-3.2	-9%	?	-1%
CC(=O)Nn1c(C)nnc1-n1nc(C)cc1C	5%	i	-3%	-17%	3.3%	-0.2	2%	2%	-1%
Cc1nc([N+](=O)[O-])cn1CC(O)c1ccc(F)cc1 (stereo not given)	-5%	i	1%	14%	-0.9%	-2.7	-4%	-9%	1%
O=C(NCCCc1nc2ccccc2[nH]1)c1ccc(F)cc1	1%	i	-1%	-13%	0.3%	-1.9	.	5%	6%
COc1ccc(-c2sc3ccc(OC)cc3c2C#Cc2ccccn2)cc1	11%	?	-22%	-17%	11%	0.0	-3%	-6%	18%
O=C(NCCc1ccc(Cl)cc1)c1ccc(CS(=O)(=O)Cc2ccc(Cl)cc2)o1	.	.	-25%	-14%	5.7%	.	.	-17%	.
CCC(NC(=O)c1cncc(Br)c1)c1ccccc1 (stereo not given)	17%	i	71%	40%[activator]	-0.9%	1.2	.	?	11%
COc1cc(OC)nc(Oc2ccccc2C=O)n1	-1%	?	-39%	-22%	7.6%	-0.1	-36%	-1%	2%
COc1ccccc1NS(=O)(=O)c1cc(NC(=O)CNC(=O)c2ccc(C)s2)ccc1Cl	?	i	6%	-13%	3.4%	-6.9	-11%	-8%	8%
CC(C)Oc1ccc(CCNC(=O)CC2C(=O)NCCN2C)cc1 (stereo not given)	-9%	i	-1%	-1%	0.6%	3.8	4%	-14%	5%
CC1(C(=O)NS(=O)(=O)c2cccc(OC(F)F)c2)CCN1C(=O)c1ccccc1 (stereo not given)	.	i	-1%	21%	-1.3%	-0.4	-6%	.	6%
Cc1cc(C(=O)OCC(=O)N(C)c2ccccc2)c(C)o1	6%	i	-8%	-5%	0.1%	0.8	11%	0%	6%
CSc1nnc2c(n1)OC(c1ccc(C(=O)O)cc1)N(C(C)=O)c1ccccc1-2 (stereo not given)	29%	i	-18%	0%	0.2%	-0.9	-4%	2%	1%
CC1(C)CC(O)CC(C)(C)N1CC(O)COCCOc1ccc(Br)cc1 (stereo not given)	2%	i	-33%	-1%	0.2%	-1.8	-13%	30%	6%
Clc1cccc(Cc2c(-c3ccccc3)nc3ccc(Br)cn23)c1	.	i	-19%	?	6.7%	-0.6	25%	.	7%
CC(SCc1ccccc1)C(=O)Nc1ccccc1-c1ccccc1 (stereo not given)	6%	i	-3%	1%	-0.2%	-0.1	-9%	?	18%
CCOC(=O)C1CCN(C(C(=O)NC2CCCCC2)c2ccc(OC)cc2)CC1 (stereo not given)	5%	i	12%	-1%	-0.3%	0.5	30%	-3%	1%
O=C(NC(=S)Nc1ccc2c(c1)OCO2)c1ccccc1	?	i	-1%	0%	3.0%	-0.2	68%[activator]	1%	-2%

Next records
SMILES	Nrf2 block	S2 tox	HepG2 viability	TGFb inhibitor	Nrf2 activator	IL2 activator	ATXN2 expr inh	A549 tox	EPAC2 ag
O=C(Nc1cccc2cccnc12)c1ccc2sc([C@@H]3O[C@H](CO)[C@H](O)[C@H](O)[C@H]3O)nc2c1	.	i	-5%	-3%	-0.5%	0.1	6%	.	-1%
COc1cccc(-c2cc(C(=O)Nc3ccn(Cc4ccc(C)cc4)n3)no2)c1	?	i	-8%&-1%	-24%&-2%	-0.3%&-1.0%	-0.6	-12%&-10%	1%&-4%	7%
CSc1ccc(CCNC(=O)CCCn2nc(C)c3sc4ccccc4c3c2=O)cc1	?	.	-6%	?	-0.6%	.	.	-1%	.
Cc1cccc(NC2=NCC(=O)N2CCc2ccccc2)c1	-9%	i	-4%	-1%	2.4%	-1.8	2%	0%	-3%
CC1=C(C(=O)OC2CCCCC2)C(c2ccc(O)cc2)NC(=O)N1 (stereo not given)	-12%	i	-2%	-4%	-0.3%	0.3	.	1%	-2%
COC(=O)CSc1nnc(-c2ccncc2)o1	12%	i	11%	0%	-0.4%	-4.6	20%	-3%	5%
CCN1C(=O)Nc2cccc3cccc1c23	8.2µM*	i	-34%	-1%	?	-0.2	44%[activator]	2%	1%

Three compounds from above, sorted by the number in IL2 activator, descending:
compound | IL2 activator
CC1=C(C(=O)OC2CCCCC2)C(c2ccc(O)cc2)NC(=O)N1 (stereo not given) | 0.3
O=C(Nc1cccc2cccnc12)c1ccc2sc([C@@H]3O[C@H](CO)[C@H](O)[C@H](O)[C@H]3O)nc2c1 | 0.1
CCN1C(=O)Nc2cccc3cccc1c23 | -0.2
